HCV NS3 hel inh: inhibitors of Hepatitis C virus NS3 helicase; inhibition, % at 10.9 µM; AID 1800; 290,000 compounds, 0.56% hits; NS3 helicase DNA unwinding, Cy5 molecular beacon fluorescence;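 active means inhibition above the mean of all tested compounds plus 3 SD, set per campaign, cut at about 35% in these data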;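 further: 0% = DMSO wells and 100% = thioflavine S control wells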
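Material: hepatitis C virus NS3 helicase domain fragment enzyme; measured by: Cy5 fluorescence, 0 and 60 min reads; control set: DMSO and thioflavine S; incubation: 60 min unwinding reaction at 25 °C after ATP addition; read-out basis: % inhibition from 60/0 min fluorescence ratio, DMSO 0%, thioflavine S 100%; repeats: singlicate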
VIM-2 inhibitor: blocks Pseudomonas aeruginosa VIM-2 metallo-beta-lactamase; purified VIM-2, nitrocefin hydrolysis, epi-absorbance fluorescence; 290,000 compounds, 0.89% hits; inhibition, % at 5.6 µM; AID 1527;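 active means inhibition above the mean of all tested compounds plus 3 SD, cutoff set per screening run, cut at about 7.5% in these data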;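 further: red hydrolysis product quenches plate fluorescence so inhibitors raise well fluorescence; 0% = enzyme with DMSO and 100% = DMSO without enzyme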
IDE act: IDE (human) activation, cell-based; 340,000 compounds, 0.073% hits; AID 493087; P14735; HEK cells, FAbeta-B cleavage, fluorescence polarization; 0% vehicle, 100% cell-free pure enzyme wells; activation, % at 5.96 µM;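 active means activation above the mean of all tested compounds plus 3 SD, set per screening campaign, cut at about 17% in these data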
MEKK3 PB1 HTS: MEKK3-MEK5 PB1 interaction, increase or decrease; Q99759; bead-based flow cytometry, Alexa488-MEK5 binding to MEKK3; actives lie on both sides; 0 = blocked by unlabeled MEK5, 100 = vehicle; binding response (% of control), % at 10 µM; 290,000 compounds, 1.4% hits; AID 1529;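 active means binding response more than 3 SD above or below the average of its plate-row segment, actives on both sides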;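 further: Alexa488 bead fluorescence after subtracting the streptavidin-only scavenger bead signal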
pCIP destab: p/CIP protein destabilization; decrease of EGFP signal, % at 10 µM; 290,000 compounds, 0.01% hits; AID 1984; Q05BA5; F442A p/CIP-EGFP cells, EGFP fluorescence, 16 h;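 active means EGFP signal decrease of at least 30% at 10 µM or well 3 SD below plate mean, unless failing retest; inactive means the rest, including hits failing retest or dose response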; further: some compounds called inactive have numbers as strong as hits; many of its hits are not listed in these tables
Target sequence (Q05BA5 1-1403): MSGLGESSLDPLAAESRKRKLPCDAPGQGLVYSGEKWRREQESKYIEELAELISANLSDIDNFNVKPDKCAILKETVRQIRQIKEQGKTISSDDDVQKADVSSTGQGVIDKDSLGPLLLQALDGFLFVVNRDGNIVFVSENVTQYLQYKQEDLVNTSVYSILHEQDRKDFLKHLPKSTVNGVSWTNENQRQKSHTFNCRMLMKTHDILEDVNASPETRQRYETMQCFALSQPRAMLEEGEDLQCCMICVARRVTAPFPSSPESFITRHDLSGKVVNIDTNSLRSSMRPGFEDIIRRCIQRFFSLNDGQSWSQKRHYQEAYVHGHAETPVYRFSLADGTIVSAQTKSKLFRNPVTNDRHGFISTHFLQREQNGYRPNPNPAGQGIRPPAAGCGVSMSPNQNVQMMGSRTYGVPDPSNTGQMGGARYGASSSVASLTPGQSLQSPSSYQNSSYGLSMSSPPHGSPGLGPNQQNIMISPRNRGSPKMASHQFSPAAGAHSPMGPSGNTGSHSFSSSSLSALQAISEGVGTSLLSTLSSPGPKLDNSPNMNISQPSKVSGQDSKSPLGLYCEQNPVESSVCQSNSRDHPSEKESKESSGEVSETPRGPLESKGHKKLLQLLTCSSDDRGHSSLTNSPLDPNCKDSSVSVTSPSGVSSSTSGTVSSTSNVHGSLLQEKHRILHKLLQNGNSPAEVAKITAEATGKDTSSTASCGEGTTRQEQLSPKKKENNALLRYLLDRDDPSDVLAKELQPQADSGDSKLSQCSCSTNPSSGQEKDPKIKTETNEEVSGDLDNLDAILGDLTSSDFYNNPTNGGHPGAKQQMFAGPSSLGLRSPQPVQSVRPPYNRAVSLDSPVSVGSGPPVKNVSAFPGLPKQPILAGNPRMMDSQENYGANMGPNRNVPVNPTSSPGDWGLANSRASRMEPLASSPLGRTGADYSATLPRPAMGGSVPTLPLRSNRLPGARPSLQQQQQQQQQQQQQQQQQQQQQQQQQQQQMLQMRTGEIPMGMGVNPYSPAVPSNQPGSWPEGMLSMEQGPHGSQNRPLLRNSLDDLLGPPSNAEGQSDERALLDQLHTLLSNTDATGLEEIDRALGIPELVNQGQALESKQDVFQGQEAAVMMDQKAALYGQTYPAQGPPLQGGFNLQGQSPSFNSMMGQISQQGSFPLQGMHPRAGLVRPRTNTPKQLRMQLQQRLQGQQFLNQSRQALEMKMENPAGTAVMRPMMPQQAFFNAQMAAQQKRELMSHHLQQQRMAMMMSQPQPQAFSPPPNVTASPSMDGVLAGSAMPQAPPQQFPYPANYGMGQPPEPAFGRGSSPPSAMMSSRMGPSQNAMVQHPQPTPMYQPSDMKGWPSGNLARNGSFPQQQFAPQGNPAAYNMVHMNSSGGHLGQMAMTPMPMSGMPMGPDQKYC
UBC9 SUMO inh: blocks human SUMOylation mediated by UBC9. HTRF SUMOylation assay, SAE1/SAE2 + UBC9, in vitro. inhibition, % at 35 µM. 290,000 compounds, 0.36% hits. AID 2006; in the data active means inhibition above about 50%, passing the limit was not always enough; further: strong numbers were not always called active
PHOSPHO1 inh: blocks human PHOSPHO1 phosphatase activity; recombinant PHOSPHO1, absorbance phosphatase assay; 290,000 compounds, 1.1% hits; inhibition, % at 13.3 µM; Q8TCT1; in the data active means inhibition above about 60%
FID counter: displaces DNA intercalator in HCV helicase counter-screen; inhibition, % at 7.9 µM; 290,000 compounds, 0.17% hits; DNA fluorescent intercalator displacement, fluorescence; AID 1845; in the data active means inhibition above about 37%;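 further: 0% = vehicle and 100% = reference compound; higher means more ethidium bromide displaced from hairpin DNA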
IMP-1 inh: blocks Pseudomonas aeruginosa IMP-1 metallo-beta-lactamase; 290,000 compounds, 0.45% hits; AID 1556; inhibition, % at 5.6 µM; purified IMP-1, nitrocefin hydrolysis, epi-absorbance fluorescence;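 active means inhibition above the mean plus 3 SD of all compounds in the same screening run, cut at about 4.5% in these data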;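 further: 0% = IMP-1 with DMSO and 100% = DMSO wells lacking enzyme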
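Assay system: purified recombinant IMP-1 beta-lactamase. Input: IMP-1 0.2 nM before substrate addition. Buffer or medium: Zinc- and detergent-supplemented HEPES buffer, pH 7.1. Schedule: 25 °C, 15 min preincubation, 25 min reaction. Signal: Epi-absorbance fluorescence, 480 nm excitation, 530 nm emission. Evaluation: percent inhibition from optical density relative to buffer-blank wells.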
Active calls of the source: *. Some of the compounds tested; the hit share may differ from the screen's.

How did O=C(Nc1nn[nH]n1)c1ccc(S(=O)(=O)N2CCCCC2)cc1 do in these assays?
HCV NS3 hel inh: -1; VIM-2 inhibitor: -3.3; IDE act: -3; MEKK3 PB1 HTS: 103; pCIP destab: -9; UBC9 SUMO inh: 0; PHOSPHO1 inh: 40; FID counter: -3; IMP-1 inh: -4.1

Results for Cc1cccn2c(=O)c3cc(C(=O)NCc4ccco4)c(=N)n(C(C)C)c3nc12 ?
HCV NS3 hel inh: 9; VIM-2 inhibitor: 13*; IDE act: 5; MEKK3 PB1 HTS: 94; pCIP destab: -10; UBC9 SUMO inh: 49; PHOSPHO1 inh: 14; FID counter: -13; IMP-1 inh: -6.1

How did CCc1ccccc1NC(=O)N1CCCc2ccccc21 do in these assays?
HCV NS3 hel inh: -8; VIM-2 inhibitor: -0.6; IDE act: 1; MEKK3 PB1 HTS: 99; pCIP destab: 6; UBC9 SUMO inh: -6; PHOSPHO1 inh: 26; FID counter: -3; IMP-1 inh: -0.1

What do the screens show for `CCN(CC)S(=O)(=O)c1cccc(NC(=O)CCNC(=O)c2ccccc2Cl)c1`?
HCV NS3 hel inh: 2; VIM-2 inhibitor: -0.8; IDE act: 4; MEKK3 PB1 HTS: 99; pCIP destab: -14; UBC9 SUMO inh: 6; PHOSPHO1 inh: 23; FID counter: -26; IMP-1 inh: 0.9

How did CCC(C)NC(=O)NC1C(NC(=O)NC(C)CC)N(C)C(=O)N1C (stereo not given) do in these assays?
HCV NS3 hel inh: 0; VIM-2 inhibitor: -0.1; IDE act: 4; MEKK3 PB1 HTS: 98; pCIP destab: -8; UBC9 SUMO inh: 8; PHOSPHO1 inh: 16; FID counter: 0; IMP-1 inh: -0.7

What do the screens show for `O=C(Cn1ncc2c3ccccc3n(Cc3ccccc3F)c2c1=O)NCCCN1CCCC1=O`?
HCV NS3 hel inh: -6; VIM-2 inhibitor: -2.6; IDE act: -1; MEKK3 PB1 HTS: 96; pCIP destab: 7; UBC9 SUMO inh: -6; PHOSPHO1 inh: 5; FID counter: -66; IMP-1 inh: -0.8

How did COc1cc(C2C(C#N)=C(N)OC3=C2C(=O)CCC3)ccc1OC(=O)N1CCOCC1 (stereo not given) do in these assays?
HCV NS3 hel inh: -1; VIM-2 inhibitor: -0.6; IDE act: 1; MEKK3 PB1 HTS: 104; pCIP destab: -3; UBC9 SUMO inh: 8; PHOSPHO1 inh: 23; FID counter: -12; IMP-1 inh: -1.7

What do the screens show for `O=C(N/N=C/C(Br)=C\c1ccccc1)c1ccco1`?
HCV NS3 hel inh: 2; VIM-2 inhibitor: -2.6; MEKK3 PB1 HTS: 99; pCIP destab: 0; UBC9 SUMO inh: 10; PHOSPHO1 inh: -5; FID counter: -14; IMP-1 inh: -2.1

Results for Cc1ccc2c(c1)c1n[nH]c(=S)nc1n2CCc1ccccc1 ?
HCV NS3 hel inh: -6; VIM-2 inhibitor: -4.5; IDE act: -13; MEKK3 PB1 HTS: 106; pCIP destab: -6; UBC9 SUMO inh: 14; PHOSPHO1 inh: -16; FID counter: -13; IMP-1 inh: -3.1

What do the screens show for `CC1CC(C)CN(C(=O)c2cccc(S(=O)(=O)Nc3cc(C(F)(F)F)ccc3Cl)c2)C1` (stereo not given)?
HCV NS3 hel inh: 24; VIM-2 inhibitor: -2.9; IDE act: 1; MEKK3 PB1 HTS: 97; pCIP destab: -10; UBC9 SUMO inh: 19; PHOSPHO1 inh: -7; FID counter: -32; IMP-1 inh: -0.1

Quoted at random: four records from the list, in no set order.
How did O=C(Nc1nn[nH]n1)c1ccc(S(=O)(=O)N2CCCCC2)cc1 do in these assays?
HCV NS3 hel inh: -1; VIM-2 inhibitor: -3.3; IDE act: -3; MEKK3 PB1 HTS: 103; pCIP destab: -9; UBC9 SUMO inh: 0; PHOSPHO1 inh: 40; FID counter: -3; IMP-1 inh: -4.1

How did CCC(C)NC(=O)NC1C(NC(=O)NC(C)CC)N(C)C(=O)N1C (stereo not given) do in these assays?
HCV NS3 hel inh: 0; VIM-2 inhibitor: -0.1; IDE act: 4; MEKK3 PB1 HTS: 98; pCIP destab: -8; UBC9 SUMO inh: 8; PHOSPHO1 inh: 16; FID counter: 0; IMP-1 inh: -0.7

Results for Cc1ccc2c(c1)c1n[nH]c(=S)nc1n2CCc1ccccc1 ?
HCV NS3 hel inh: -6; VIM-2 inhibitor: -4.5; IDE act: -13; MEKK3 PB1 HTS: 106; pCIP destab: -6; UBC9 SUMO inh: 14; PHOSPHO1 inh: -16; FID counter: -13; IMP-1 inh: -3.1

What do the screens show for `CC1CC(C)CN(C(=O)c2cccc(S(=O)(=O)Nc3cc(C(F)(F)F)ccc3Cl)c2)C1` (stereo not given)?
HCV NS3 hel inh: 24; VIM-2 inhibitor: -2.9; IDE act: 1; MEKK3 PB1 HTS: 97; pCIP destab: -10; UBC9 SUMO inh: 19; PHOSPHO1 inh: -7; FID counter: -32; IMP-1 inh: -0.1

Next part.
Results for N#C/C(=C\Nc1ccccc1SC(F)(F)F)c1nc(-c2ccc(Cl)cc2)cs1 ?
HCV NS3 hel inh: 10; VIM-2 inhibitor: -2.3; IDE act: 4; MEKK3 PB1 HTS: 102; pCIP destab: -19; UBC9 SUMO inh: -14; PHOSPHO1 inh: 0; FID counter: -1; IMP-1 inh: -2.3

How did Cc1cc2ccccc2c(=O)n1CC(=O)N1CCN(c2cccc(Cl)c2)CC1 do in these assays?
HCV NS3 hel inh: 1; VIM-2 inhibitor: -3.5; IDE act: 0; MEKK3 PB1 HTS: 107; pCIP destab: 2; UBC9 SUMO inh: -10; PHOSPHO1 inh: 32; FID counter: -3; IMP-1 inh: -2.7

How did O=C(NC(=S)NCC1CCCO1)c1ccccc1 (stereo not given) do in these assays?
HCV NS3 hel inh: -2; VIM-2 inhibitor: -4.0; IDE act: 2; MEKK3 PB1 HTS: 109; pCIP destab: -4; UBC9 SUMO inh: 9; PHOSPHO1 inh: 6; FID counter: -3; IMP-1 inh: -1.4

How did Cc1ccc(CNS(=O)(=O)c2ccccc2[N+](=O)[O-])cc1 do in these assays?
HCV NS3 hel inh: 7; VIM-2 inhibitor: -3.5; IDE act: -3; MEKK3 PB1 HTS: 98; pCIP destab: -19; UBC9 SUMO inh: -6; PHOSPHO1 inh: 44; FID counter: 3; IMP-1 inh: -2.8

How did CC(OC(=O)/C(C#N)=C/c1ccc(N(C)C)cc1)C(=O)N(C)Cc1ccccc1 (stereo not given) do in these assays?
HCV NS3 hel inh: -16; VIM-2 inhibitor: -1.5; IDE act: -32; MEKK3 PB1 HTS: 101; pCIP destab: -25; UBC9 SUMO inh: -8; PHOSPHO1 inh: 10; FID counter: -43; IMP-1 inh: 0.0

How did C=CCn1c(NC(C)c2cc(Cl)ccc2O)nc2ccccc21 (stereo not given) do in these assays?
HCV NS3 hel inh: -14; VIM-2 inhibitor: -4.1; IDE act: 3; pCIP destab: -5; UBC9 SUMO inh: -12; PHOSPHO1 inh: 13; FID counter: 13; IMP-1 inh: -6.5

Results for CC(C)(Oc1ccc(Cl)cc1)C(=O)NCCN1C(=O)S/C(=C/c2cccnc2)C1=O ?
HCV NS3 hel inh: -8; VIM-2 inhibitor: -2.4; IDE act: 0; MEKK3 PB1 HTS: 107; pCIP destab: -6; UBC9 SUMO inh: -5; PHOSPHO1 inh: -2; FID counter: -27; IMP-1 inh: -1.4

Results for Cc1ccc(S(=O)(=O)N(CC(=O)N2CCCCCC2)c2ccccc2)cc1 ?
HCV NS3 hel inh: -4; VIM-2 inhibitor: -3.1; IDE act: 7; MEKK3 PB1 HTS: 98; pCIP destab: -2; UBC9 SUMO inh: 20; PHOSPHO1 inh: 21; FID counter: -21; IMP-1 inh: -0.9

What do the screens show for `O=C(CC1C(=O)NCCN1Cc1ccc(-c2ccccc2)cc1)NCC1CC1` (stereo not given)?
HCV NS3 hel inh: -9; VIM-2 inhibitor: 1.7; IDE act: 4; MEKK3 PB1 HTS: 104; pCIP destab: -12; UBC9 SUMO inh: 7; PHOSPHO1 inh: 60*; FID counter: -32; IMP-1 inh: -1.9

How did COc1cccc(C(=O)N(CN2CCCC2=O)c2cccc(Cl)c2)c1OC do in these assays?
HCV NS3 hel inh: -1; VIM-2 inhibitor: -0.6; IDE act: 4; MEKK3 PB1 HTS: 99; pCIP destab: 2; UBC9 SUMO inh: -14; PHOSPHO1 inh: 27; FID counter: -9; IMP-1 inh: -2.2

Results for CCc1cccc(OCCN2CCCC2)c1 ?
HCV NS3 hel inh: 5; VIM-2 inhibitor: -1.5; IDE act: 2; MEKK3 PB1 HTS: 101; pCIP destab: 2; UBC9 SUMO inh: 13; PHOSPHO1 inh: -15; FID counter: -14; IMP-1 inh: -1.0

What do the screens show for `Cc1cc(C(=O)Nc2sc(C)c(C)c2C#N)no1`?
HCV NS3 hel inh: 1; VIM-2 inhibitor: -3.3; IDE act: 1; MEKK3 PB1 HTS: 108; pCIP destab: -7; UBC9 SUMO inh: 9; PHOSPHO1 inh: 14; FID counter: 1; IMP-1 inh: -2.5

Results for COc1ccccc1N(CC(O)COc1ccccc1C)S(=O)(=O)c1ccccc1 (stereo not given) ?
HCV NS3 hel inh: -1; VIM-2 inhibitor: -3.2; IDE act: 3; MEKK3 PB1 HTS: 101; pCIP destab: -11; UBC9 SUMO inh: -1; PHOSPHO1 inh: -41; FID counter: -27; IMP-1 inh: -2.4

What do the screens show for `COc1ccc(-n2c(C)cc(C(=O)CN3C(=O)NC4(CCCc5sccc54)C3=O)c2C)cc1` (stereo not given)?
HCV NS3 hel inh: -11; VIM-2 inhibitor: -0.8; IDE act: 2; MEKK3 PB1 HTS: 99; pCIP destab: -7; UBC9 SUMO inh: -16; PHOSPHO1 inh: -10; FID counter: -20; IMP-1 inh: -1.9

How did Cc1ccc(C(C[N+](=O)[O-])c2c(-c3ccccc3O)[nH][nH]c2=O)cc1 (stereo not given) do in these assays?
HCV NS3 hel inh: 3; VIM-2 inhibitor: 4.5; IDE act: -11; MEKK3 PB1 HTS: 96; pCIP destab: -5; UBC9 SUMO inh: 1; PHOSPHO1 inh: -13; FID counter: -14; IMP-1 inh: -1.4

How did CCN(CC)C(=O)CCCOc1ccc(Cl)cc1Cl do in these assays?
HCV NS3 hel inh: -5; VIM-2 inhibitor: -2.4; IDE act: 0; MEKK3 PB1 HTS: 108; pCIP destab: -7; UBC9 SUMO inh: -14; PHOSPHO1 inh: 4; FID counter: -24; IMP-1 inh: -0.5

What do the screens show for `O=C(NC(Cc1c[nH]c2ccccc12)C(=O)NCCCN1CCOCC1)c1cccs1` (stereo not given)?
HCV NS3 hel inh: 3; VIM-2 inhibitor: 0.0; IDE act: -1; MEKK3 PB1 HTS: 113; pCIP destab: 3; UBC9 SUMO inh: 12; PHOSPHO1 inh: -18; FID counter: 5; IMP-1 inh: -1.7

Screening data as filed in PubChem BioAssay.
